AmpC no deterg: qHTS Inhibitors of AmpC Beta-Lactamase (assay without detergent) | P00811 | AmpC nitrocefin hydrolysis, absorbance 480 nm, 0.0001% Triton | Potency, µM (top dose mostly 57.1 µM), without a hit: top-dose activity change, negative = inhibition, hits mostly inhibitors | 330,000 compounds, 0.52% hits;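 also: potency is read from the fitted curve at half-maximal effect; plate controls were no compound for no effect and no enzyme for full effect; nearly all actives have a fitted effect of over 20% in size; some results filed as inactive show a strong effect at the top dose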
Target sequence (P00811 whole entry, looked up): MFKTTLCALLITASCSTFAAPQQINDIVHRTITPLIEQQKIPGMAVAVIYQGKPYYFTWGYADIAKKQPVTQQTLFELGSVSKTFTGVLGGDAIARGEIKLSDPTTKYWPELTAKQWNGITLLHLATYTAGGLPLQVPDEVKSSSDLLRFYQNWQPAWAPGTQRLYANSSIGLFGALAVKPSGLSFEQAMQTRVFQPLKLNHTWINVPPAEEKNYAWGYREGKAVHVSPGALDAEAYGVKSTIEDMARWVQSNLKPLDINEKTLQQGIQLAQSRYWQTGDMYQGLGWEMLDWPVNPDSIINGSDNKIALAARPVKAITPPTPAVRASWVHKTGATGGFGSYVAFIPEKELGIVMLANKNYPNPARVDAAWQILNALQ
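AmpC (5.3 nM in the dispensed reagent) in 20 mM phosphate pH 7.0 with 0.01% (detergent screen) or 0.0001% Triton X-100 was preincubated with compounds for 15 min at room temperature. Nitrocefin was then added from an 800 uM solution, and hydrolysis was followed at 480 nm.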
AMA1-RON2 inh: qHTS for Inhibitors of AMA1-RON; Towards Development of Antimalarial Drug Lead: Primary Screen; Plasmodium falciparum AMA1 (3D7) - RON2 peptide interaction; AlphaScreen AMA1-biotinylated RON2 peptide binding; Potency, µM (series often up to 58.2 µM), inactives show top-dose activity change, negative = inhibition, hits mostly inhibitors; 360,000 compounds, 0.2% hits;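 also: potency is read from the fitted curve at half-maximal effect; 0% = vehicle wells and -100% = peptide control; nearly all actives have a fitted effect of over 45% in size; some results filed as inactive show a strong effect at the top dose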
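AMA1 (3D7) with his tag at 25 nM final met compounds first, then biotinylated RON2 peptide at 25 nM; detection used donor plus acceptor beads, 10 µg/mL apiece, read by AlphaScreen after 30 min at room temperature.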
AmpC inh detg: qHTS Inhibitors of AmpC Beta-Lactamase (assay with detergent); P00811; AmpC hydrolysis of nitrocefin, absorbance 480 nm, 0.01% Triton; Potency, µM (series often up to 114 µM), without a hit: at the highest dose activity change, negative = inhibition, actives largely listed as inhibitors; 370,000 compounds, 0.041% hits; AID 485294, 2010;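 also: potency is read from the fitted curve at half-maximal effect; 0% = no-compound wells and -100% = no-enzyme wells; nearly all actives have a fitted effect of over 25% in size; some results filed as inactive show a strong effect at the top dose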
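20 mM phosphate pH 7.0 + 0.01% (detergent screen) or 0.0001% Triton X-100; 5.3 nM AmpC reagent; cpd preinc 15 min RT; nitrocefin (800 uM stock) to start; A480 q20 s × 4 min; Activity was normalised to no-enzyme and no-compound control wells.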
Tb PYK inh: qHTS of Trypanosoma Brucei Inhibitors; TbPYK enzyme, Kinase-Glo Plus ATP luminescence, 45 min; 410,000 compounds, 0.12% hits; Potency, µM (top dose mostly 76.8 µM), for the others: at the top dose activity, negative = inhibition, usual class: inhibitors; pyruvate kinase (Trypanosoma brucei), Q57TT1; also: potency is read from the fitted curve at half-maximal effect; nearly all actives have a fitted effect of over 50% in size
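Screened from lowest to highest concentration, compounds were pinned into TbPYK/substrate mixtures, and ADP (130 uM final) was added. Plates sat at room temperature for 45 min prior to Kinase-Glo Plus detection by luminescence.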
Sm TGR inh: qHTS Assay for the Inhibitors of Schistosoma Mansoni Peroxiredoxins; Schistosoma mansoni thioredoxin glutathione reductase (TGR), Q962Y6; purified TGR, DTNB reduction, TNB absorbance 405 nm; Potency, µM (series often up to 114 µM), for inactives: at the highest dose activity change, negative = inhibition, most hits filed as inhibitors; 360,000 compounds, 3% hits; also: potency is read from the fitted curve at half-maximal effect; nearly all actives have a fitted effect of over 60% in size
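Kinetic colorimetric format: TGR-catalysed, NADPH-driven DTNB reduction monitored via TNB absorbance. Enzyme dispensed at 20 nM; compound exposure 15 min at room temperature before reaction start.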
LmPK inh: qHTS Assay for Inhibitors of Leishmania Mexicana Pyruvate Kinase (LmPK) | Potency, µM (series often up to 57.5 µM), for the others: top-dose activity change, negative = inhibition, usual class: inhibitors | AID 1721, 2009 | Q27686 | 290,000 compounds, 0.37% hits | purified LmPK, Kinase-Glo ATP luminescence, 1 h; also: potency is read from the fitted curve at half-maximal effect
Target sequence (Q27686 whole entry, looked up): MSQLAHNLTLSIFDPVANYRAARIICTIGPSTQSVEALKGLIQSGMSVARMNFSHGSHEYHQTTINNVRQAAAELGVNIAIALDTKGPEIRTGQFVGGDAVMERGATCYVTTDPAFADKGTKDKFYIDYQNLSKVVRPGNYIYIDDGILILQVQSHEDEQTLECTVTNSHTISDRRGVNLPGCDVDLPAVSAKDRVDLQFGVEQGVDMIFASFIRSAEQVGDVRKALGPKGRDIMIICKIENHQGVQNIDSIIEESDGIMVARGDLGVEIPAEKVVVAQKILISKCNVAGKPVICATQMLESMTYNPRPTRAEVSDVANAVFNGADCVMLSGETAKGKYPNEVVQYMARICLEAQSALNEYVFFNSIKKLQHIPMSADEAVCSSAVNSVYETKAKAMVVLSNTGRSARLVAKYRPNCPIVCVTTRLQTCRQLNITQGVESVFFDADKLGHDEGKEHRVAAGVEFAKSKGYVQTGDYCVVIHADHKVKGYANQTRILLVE
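0.1 nM LmPK, 0.5 mM PEP, 0.1 mM ADP; 50 mM imidazole pH 7.2, 7 mM MgCl2, 50 mM KCl; 1 h RT. Kinase-Glo luminescence readout, normalized to no-enzyme (full inhibition) and uninhibited wells.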
HCMV antiviral: qHTS Assay for inhibitors of the human cytomegalovirus (HCMV); 410,000 compounds, 4.5% hits; AID 1259415, 2018; HFF cells, HCMV-luciferase reporter, 72 h; stronger effect = lower value; activity change, negative = inhibition, % at 57.5 µM; in the data active = activity change below about -60%; inconclusive = no clear call, values can overlap the other calls; inactive = above about -39%
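Two-dose cell screen: HFF monolayers treated with compounds and infected with luciferase-expressing HCMV at 1 PFU/cell, 72 h at 37C, then lysed for luciferase measurement.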
* hit, by the source's call; ? = inconclusive; . = no result given; & = joins results of further samples; [ ] = dose if it differs, or a comment. Unless noted, calls follow the shape of the dose curve; as a rule, active = well fitted curve in the direction sought with a large enough effect; inconclusive = small, poorly fitted or top-dose-only effect, or another doubt; inactive = no such curve, though single readings can be large; an effect the other way counts as inactive or inconclusive. Unless noted, % is scaled to controls: 0 for no effect and ±100 for the full control effect.

nr	Compound	AmpC no deterg	AMA1-RON2 inh	AmpC inh detg	Tb PYK inh	Sm TGR inh	LmPK inh	HCMV antiviral
1	Cc1ccc(-c2nc(S(=O)(=O)c3ccccc3)c(N3CCN(c4ccccc4)CC3)o2)cc1	.	.	0%	0%	0%	.	8
2	Cc1ccc(/C=C/c2onc(C)c2S(=O)(=O)N2CCC(C(=O)Nc3ccc(C)c(N(C)C)c3)CC2)cc1	.	.	5%	0%	27%	.	-20
3	COc1ccccc1NC(=O)COC(=O)c1cc([N+](=O)[O-])ccc1N1CCCC1	-18%	-15%	-4%	-1%	-11%	.	-30
4	Cc1ccccc1Oc1ccc2c(c1)[C@@H]1C[C@H]3[C@@H](C(=O)N1CC2)[C@H](C)ON3C	.	0%	.	-9%	.	.	-30
5	CN(CC1COc2ccccc2O1)C(=S)NC1CCCCC1 (stereo not given)	-3%	9%	-8%	5%	7%	6%	?
6	C=CCNC(=S)NS(=O)(=O)c1cccs1	-14%	-18%	?	-8%	-5%	-1%	-29
7	COc1ccc(-c2nnc(SCC(=O)Nc3ccc(C(C)C)cc3)nc2-c2ccc(OC)c(OC)c2)cc1OC	.	.	8%	-5%	-19%	.	2
8	CCCN1CCN(CCCNC(=O)c2cc3c(=O)n(C)c4ccccc4c3n2C)CC1	6%	9%	?	-1%	-6%	4%	-3
9	CC(=O)Nc1ccc(Nc2ccc([N+](=O)[O-])cn2)cc1	-5%	-19%	-11%	-2%	-21%	-1%	19
10	COc1cccc(-c2nc(CS(=O)(=O)CC(=O)Nc3cccc(C(C)=O)c3)c(C)o2)c1	-3%	4%	-9%&0%	-8%&-2%	-24%&-18%	-2%	5&-14
11	CCC1(C)Cc2ccccc2-c2nc3n(c(=O)c21)CCCCC3 (stereo not given)	67%[activator]	-1%	-14%	-4%	-3%	5%	-33
12	O=C(Nc1ccn(CCCN2CCN(Cc3cccc4ccccc34)CC2)c(=O)n1)OCc1ccccc1	.	-17%	.	-8%	.	.	-7
13	O=C(N/N=C/c1ccco1)c1cccc(N2CCCC2=O)c1	-19%	4%	-3%	-2%	-20%	-25%	59
14	COC(=O)c1ccc(Cn2nc(C(F)(F)F)cc2C)cc1	-4%	-16%	3%	1%	11%	4%	-9
15	Cc1ccc(C(=O)O/N=C/c2c(Cl)n(C)c3ccccc23)cc1	-16%	4%	-5%	-1%	-23%	2%	-9
16	CC(C)Cc1nn2c(=O)cc(COC(=O)c3ccc(NC(=O)CCc4ccccc4)cc3)nc2s1	.	.	0%	0%	3%	.	-20
17	CCCCN1C(=O)C(=Nc2cccc3cnccc23)c2ccccc21	-19%	-18%	-13%	2%	-3%	-10%	-12
18	Cc1nn(-c2cc(N3CCOCC3)ccc2[N+](=O)[O-])c(=O)c2ccccc12	-2%	-1%	?	0%	1%	7%	-7
19	CC(C)CNCC1OCc2ccccc2CO1	-16%	-10%	2%	2%	5%	3%	-21
20	CCCCN(CCCC)Cc1cc(=O)oc2cc(OC)ccc12	.	29%	.	8%	.	.	10

Pulled by compound from above, five records:
nr	Compound	AmpC no deterg	AMA1-RON2 inh	AmpC inh detg	Tb PYK inh	Sm TGR inh	LmPK inh	HCMV antiviral
16	CC(C)Cc1nn2c(=O)cc(COC(=O)c3ccc(NC(=O)CCc4ccccc4)cc3)nc2s1	.	.	0%	0%	3%	.	-20
15	Cc1ccc(C(=O)O/N=C/c2c(Cl)n(C)c3ccccc23)cc1	-16%	4%	-5%	-1%	-23%	2%	-9
17	CCCCN1C(=O)C(=Nc2cccc3cnccc23)c2ccccc21	-19%	-18%	-13%	2%	-3%	-10%	-12
18	Cc1nn(-c2cc(N3CCOCC3)ccc2[N+](=O)[O-])c(=O)c2ccccc12	-2%	-1%	?	0%	1%	7%	-7
11	CCC1(C)Cc2ccccc2-c2nc3n(c(=O)c21)CCCCC3 (stereo not given)	67%[activator]	-1%	-14%	-4%	-3%	5%	-33

One compound at a time, as listed above. Order of screens: AmpC no deterg | AMA1-RON2 inh | AmpC inh detg | Tb PYK inh | Sm TGR inh | LmPK inh | HCMV antiviral
CCC1(C)Cc2ccccc2-c2nc3n(c(=O)c21)CCCCC3 (stereo not given) in the list: 67%[activator] | -1% | -14% | -4% | -3% | 5% | -33
CCCCN1C(=O)C(=Nc2cccc3cnccc23)c2ccccc21 in the list: -19% | -18% | -13% | 2% | -3% | -10% | -12

Carrying on:
nr	Compound	AmpC no deterg	AMA1-RON2 inh	AmpC inh detg	Tb PYK inh	Sm TGR inh	LmPK inh	HCMV antiviral
21	CC(C)NC(=O)Nc1ccc2c(c1)C(=O)N([C@H](C)CO)C[C@H](C)[C@@H](CN(C)S(=O)(=O)c1cccs1)O2	117%[activator]	11%	.	1%	.	.	-12
22	CC1CCCN(C(C(=O)Nc2ccc(C(C)C)cc2)c2ccc3c(c2)OCO3)C1 (stereo not given)	-20%	-10%	-10%	-1%	8%	4%	17
23	CCOC(=O)c1cnn2c(C(F)(F)F)cc(-c3ccccc3)nc12	0%	15%	-1%	-4%	2%	2%	-9
24	COc1ccc(-c2cc(C(F)F)nc(-n3nc(C)cc3C)n2)cc1	99%[activator]	?	2%	4%	1%	8%	-25
25	CCN(CC)S(=O)(=O)c1ccc(OC)c(-n2cnnn2)c1	-11%	-7%	-12%&1%	1%&2%	12%&-5%	-2%	-18&3
26	O=C(NCc1cccc(CNC(=O)c2ccco2)c1)c1ccco1	-20%	6%	-8%	-3%	0%[11.4 µM]	3%	50
27	O=C(COC(=O)c1ccc(S(=O)(=O)N2CCc3ccccc3C2)cc1)NC(=O)NCc1ccco1	-43%	-3%	-11%	0%	6%	-4%	8
28	CCCCOc1cccc(C(=O)N(Cc2ccco2)C2CCS(=O)(=O)C2)c1 (stereo not given)	47%	0%	-8%	-4%	-14%	7%	-27
29	CCc1ccc(NC(=O)[C@H](C)NC(=O)C2CCN(C(=O)[C@@H](N)Cc3ccccc3)CC2)cc1	14%	0%	-7%	6%	0%	0%	.
30	Cc1ccc(Sc2ncccc2O)cc1	.	-1%	.	0%	.	.	74
31	Nn1c(SCC(=O)N2CCOCC2)nnc1-c1ccccc1Cl	-13%	11%	9%	2%	12%	5%	-3
32	COc1ccc(-c2[nH]ncc2C(=O)NCc2ccccc2OC)cc1	.	.	5%	4%	3%	.	?
33	COc1ccc(-n2nc(C#N)c(Cl)cc2=O)cc1	-13%	-27%	-9%	4%	2.5µM*	1%	-101*
34	CCCOc1ccc(-c2nc(SCc3ccccc3)[nH]c(=O)c2C#N)cc1OC	-24%	15%	-1%	-4%	-15%	8%	-14
35	CCN(CC)C(=O)c1cc(-c2ccc(Cl)cc2)on1	.	.	24%	-6%	-7%	.	83
36	Cc1cccc2cc(CN(Cc3ccco3)S(=O)(=O)c3ccc4c(c3)OCCO4)c(=O)[nH]c12	-20%	-11%	-1%	-11%	-15%	-1%	-14
37	Cc1ccc2ncnc(NCCCN3CCOCC3)c2c1	-16%	-2%	3%	-2%	8%	0%	-17
38	Cc1ccc(C(=O)Nn2c(C)nc3ccccc3c2=O)cc1C	-11%	-14%	0%	-1%	1%	-4%	15
39	C/C(=N\Nc1cccc([N+](=O)[O-])c1)c1cc(F)ccc1O	-27%	1%	8%	4%	11%	-9%	-27
40	Cc1cc(C)n(-c2ccc(C(=O)Nc3nc4ccccc4s3)cc2)n1	21%	-7%	-19%	1%	-29%	1%	42
41	CC1CN(C(=O)c2ccc(NS(=O)(=O)c3ccc(C(C)(C)C)cc3)cc2)CC(C)O1 (stereo not given)	15%	0%	-5%	2%	0%	6%	-20
42	COC(=O)C1CC(=O)N(c2ccc(C)cc2)C1 (stereo not given)	-6%	-1%	?	0%	.	0%	-25
43	CC1=C(c2ccc(C(C)C)cc2)S(=O)(=O)N=C1N1CCC(C(=O)NCCc2ccco2)CC1	.	.	1%	-2%	-17%	.	-10
44	COc1ccc(NC2CCCN(C(=O)c3cccc(C(F)(F)F)c3)C2)cc1OC (stereo not given)	77%[activator]	3%	-7%	-9%	?	1%	?
45	CNCC(=O)N(CC(C)C)c1c(N)n(CC(C)C)c(=O)[nH]c1=O	33%	98%[activator]	-1%	-1%	-16%	0%	32
46	COC(=O)CSc1nc2ccccc2nc1SCC(=O)OC	-21%	14%	-4%	2%	-7%	-1%	-25
47	Cc1cccc(Nc2nc(C)cc(C)n2)c1	-16%	0%	-9%	-3%	3%	-5%	17
48	CC(=O)Nc1cc(-c2ccc(N3CCN(C)CC3)cc2)cn2c(-c3ccc(S(C)(=O)=O)cc3)cnc12	.	-30%	.	-7%	.	.	-5
49	COC(C(=O)Nc1ccc(S(=O)(=O)Nc2ccc(F)cc2)cc1)c1ccccc1 (stereo not given)	-21%	0%	-8%	-7%	-2%	2%	-62*
50	CCN1CCN(C(=O)C2c3cc(OC)c(OC)cc3C(=O)N3CCc4ccccc4C23)CC1 (stereo not given)	13%	7%	0%	-1%	19%	3%	-11

Nos. 49 to 50 from above:
nr	Compound	AmpC no deterg	AMA1-RON2 inh	AmpC inh detg	Tb PYK inh	Sm TGR inh	LmPK inh	HCMV antiviral
49	COC(C(=O)Nc1ccc(S(=O)(=O)Nc2ccc(F)cc2)cc1)c1ccccc1 (stereo not given)	-21%	0%	-8%	-7%	-2%	2%	-62*
50	CCN1CCN(C(=O)C2c3cc(OC)c(OC)cc3C(=O)N3CCc4ccccc4C23)CC1 (stereo not given)	13%	7%	0%	-1%	19%	3%	-11

Results in sequence from the list:
Compounds 41–50 in AmpC no deterg, in turn: 15%, -6%, ., 77%[activator], 33%, -21%, -16%, ., -21%, 13%
Compounds 41–50 in AMA1-RON2 inh, in turn: 0%, -1%, ., 3%, 98%[activator], 14%, 0%, -30%, 0%, 7%
Compounds 41–50 in AmpC inh detg, in turn: -5%, ?, 1%, -7%, -1%, -4%, -9%, ., -8%, 0%

Compound activity deposited in PubChem by National Center for Advancing Translational Sciences (NCATS).

This is a random part of the collection; about 7.4% have a hit in one of these screens.
